CHRM4 agonist – human M4 muscarinic receptor agonists, primary screen, CHO-K1 cells, Fluo-8 calcium fluorescence; Muscarinic acetylcholine receptor M4 (Homo sapiens), P08173; CHO-K1 hM4/Gqi5; vehicle 0%, full acetylcholine response 100%; activation, % at 3 µM; 360,000 tested, 0.14% active;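 active means activation above the run mean over all test wells plus 3 SD, cut at about 32% in these data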;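 further: peak over basal fluorescence ratio per well then scaled between controls; 0% = DMSO wells and 100% = acetylcholine at EC100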
Target sequence (P08173 whole entry, looked up): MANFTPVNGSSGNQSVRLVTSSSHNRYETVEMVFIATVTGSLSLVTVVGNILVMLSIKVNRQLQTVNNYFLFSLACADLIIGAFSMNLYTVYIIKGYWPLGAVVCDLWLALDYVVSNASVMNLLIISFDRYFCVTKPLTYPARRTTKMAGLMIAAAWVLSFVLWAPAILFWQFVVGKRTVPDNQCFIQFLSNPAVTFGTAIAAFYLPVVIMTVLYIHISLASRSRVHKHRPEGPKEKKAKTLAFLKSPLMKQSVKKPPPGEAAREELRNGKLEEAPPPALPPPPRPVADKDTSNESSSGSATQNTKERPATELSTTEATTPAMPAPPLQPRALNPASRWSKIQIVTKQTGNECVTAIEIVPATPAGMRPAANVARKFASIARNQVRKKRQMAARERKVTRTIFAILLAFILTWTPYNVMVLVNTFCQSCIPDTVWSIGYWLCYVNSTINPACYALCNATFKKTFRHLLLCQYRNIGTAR
CHRM4 antagonist – human M4 muscarinic receptor antagonists, primary screen, CHO cells, Fluo-8 calcium fluorescence; CHO-hM4 cells, ACh EC80; inhibition, % at 3 µM; 360,000 tested, 0.73% active; AID 624125, 2012;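 active means inhibition above its plate's cutoff, the mean inhibition of sample wells plus 3 SD, cut at about 27% in these data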;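 further: 0% = acetylcholine EC80 with DMSO and 100% = DMSO without agonist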
CHRM1 PAM – human M1 muscarinic receptor positive allosteric modulators, primary screen, CHO-K1 cells, Fluo-8 calcium fluorescence, 1536-well; Muscarinic acetylcholine receptor M1 (Homo sapiens), P11229; CHO-K1 hM1, ACh EC20; 0% = ACh EC20, 100% = maximal ACh; activation, % at 3 µM; 360,000 tested, 0.088% active; in the data active means activation above about 19%, passing the limit was not always enough
Target sequence (P11229 whole entry, looked up): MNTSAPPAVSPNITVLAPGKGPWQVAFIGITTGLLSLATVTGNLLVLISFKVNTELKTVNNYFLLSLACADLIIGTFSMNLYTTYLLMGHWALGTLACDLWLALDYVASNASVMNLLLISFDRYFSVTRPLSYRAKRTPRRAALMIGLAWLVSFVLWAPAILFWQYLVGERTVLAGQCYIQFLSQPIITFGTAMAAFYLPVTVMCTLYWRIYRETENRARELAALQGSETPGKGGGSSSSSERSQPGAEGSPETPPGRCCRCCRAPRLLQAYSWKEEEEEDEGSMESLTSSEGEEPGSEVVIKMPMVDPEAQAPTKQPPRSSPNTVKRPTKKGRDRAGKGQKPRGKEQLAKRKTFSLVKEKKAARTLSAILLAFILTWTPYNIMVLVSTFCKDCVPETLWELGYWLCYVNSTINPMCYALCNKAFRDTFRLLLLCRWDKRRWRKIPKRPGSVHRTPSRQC
M5 PAM – human M5 muscarinic receptor positive allosteric modulators, primary screen, CHO-K1 cells, Fluo-8 calcium fluorescence. CHO-K1 hM5, ACh EC20 PAM; 0% = ACh EC20, 100% = ACh EC100. 360,000 tested, 0.3% active. Muscarinic acetylcholine receptor M5 (Homo sapiens), P08912. activation, % at 3 µM. AID 624038, 2012;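 active means activation above the run cutoff, the mean activation of all test compounds plus 3 SD, cut at about 18% in these data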
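system = human M5 receptor in CHO-K1 cells | reagent = EC20 acetylcholine as agonist stimulus | compound dosing = single-point, 3 µM nominal | incubation = Fluo-8 loading 80 min at 37 °C plus 30 min room temperature | detection = Fluo-8 calcium dye fluorescence, kinetic read | benchmarks = low control EC20 acetylcholine (0%), high control EC100 acetylcholine (100%)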
CRFBP-R2 agonist – agonists of CRF-BP/CRF-R2 complex, primary screen, cell-based, HEK293, calcium dye fluorescence, uHTS; AID 588473, 2011; CRF-binding protein / CRF receptor 2 complex (human); calcium dye fluorescence (FLIPR); percent of saturating CRF peptide response; activation, % at 13.2 µM; 350,000 tested, 0.46% active;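 active means activation of at least 50%, plus an integration ratio under a set limit after plate pattern correction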;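 further: plate controls were neutral control wells without compound for no effect and CRF at EC100 for full effect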
CHRM5 antagonist – human M5 muscarinic receptor antagonists, primary screen, CHO cells, Fluo-8 calcium fluorescence | Muscarinic acetylcholine receptor M5 (Homo sapiens), P08912 | CHO-hM5 cells, ACh EC80 | inhibition, % at 3 µM | 360,000 tested, 0.59% active | AID 624040, 2012;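 active means inhibition above a per-plate cutoff, the mean of that plate's test compounds plus 3 SD, cut at about 27% in these data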;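 further: 0% = acetylcholine EC80 with DMSO and 100% = DMSO without agonist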
M5 ag – human M5 muscarinic receptor agonists, primary screen, CHO-K1 cells, Fluo-8 calcium fluorescence. Muscarinic acetylcholine receptor M5 (Homo sapiens), P08912. activation, % at 3 µM. CHO-K1 hM5 cells; 0% DMSO wells, 100% maximal acetylcholine response. 360,000 tested, 0.19% active;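 active means activation above the run's mean over test compounds plus 3 SD, cut at about 23% in these data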;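 further: signal is peak over basal fluorescence ratio across the kinetic read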
CHRM4 PAM – human M4 muscarinic receptor positive allosteric modulators, primary screen, CHO-K1 cells, Fluo-8 calcium fluorescence | 360,000 tested, 0.4% active | activation, % at 3 µM | Muscarinic acetylcholine receptor M4 (Homo sapiens), P08173 | CHO-K1 hM4/Gqi5, ACh EC20; 0% = ACh EC20, 100% = maximal ACh;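 active means activation above its plate's cutoff, the mean activation of sample wells plus 3 SD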; further: some results filed as inactive read as strong as hits
CRFBP-R2 block – antagonists of CRF-BP/CRF-R2 complex, primary screen, cell-based, HEK293, calcium dye fluorescence, uHTS; CRF-induced calcium fluorescence; inhibition, % at 11.8 µM; 350,000 tested, 0.59% active;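 active means inhibition of the ligand-induced calcium signal above about 50% at the single tested concentration, limit read from the data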
Active calls of the source: *; . = no result given.

SMILES	CHRM4 agonist	CHRM4 antagonist	CHRM1 PAM	M5 PAM	CRFBP-R2 agonist	CHRM5 antagonist	M5 ag	CHRM4 PAM	CRFBP-R2 block
CN1N=C(C(=O)N2CCN(c3ccc([N+](=O)[O-])cc3)CC2)CCC1=O	1	-5	10	-3	0.1	0	1	-2	11
CC(C)(O)[C@H](O)COc1c2ccoc2cc2oc(=O)ccc12	3	0	13	-4	0.9	11	4	15	1
CCC(Sc1nnc(-c2ccco2)n1C)C(=O)Nc1nnc(C)s1 (configuration not stated)	2	-1	13	-1	1.1	10	-2	6	4
O=C(CN1CCCC1)Nc1c(C(=O)C2CC2)oc2ccccc12	0	7	-2	1	0.2	3	-15	-7	1
CCN(CC(=O)NC1CCS(=O)(=O)C1)S(=O)(=O)c1ccc(C)cc1C (configuration not stated)	1	4	13	1	-0.3	3	-2	1	41
COc1ccc(CN2CCC(n3nccc3NC(=O)C3CCCC3)CC2)cc1	1	1	9	6	0.2	-2	-1	2	-10
Nc1cc(OCC(F)(F)F)cc([N+](=O)[O-])c1	1	-9	10	2	-2.1	-8	1	7	14
CC(C)c1ccccc1NC(=O)COC(=O)c1cc(=O)[nH]c(=O)[nH]1	1	5	13	-2	4.7	10	-2	8	-5
O=C(CN1CCN(c2ccc(F)cc2)CC1)NCc1cccs1	1	-2	3	4	3.2	-2	-1	0	-2
Cc1cccc(NS(=O)(=O)c2cccc(C(=O)NCC3(N4CCOCC4)CCCCC3)c2)c1	4	4	-9	-10	-0.2	25	-4	0	-11
CC(=O)c1ccc(N2CCN(C(=O)c3ccc4c(=O)n(-c5ccccc5)c(=O)[nH]c4c3)CC2)cc1	1	5	2	3	-1.8	-3	1	-6	15
OCCCNc1c2c(nc3cc(-c4ccc(Cl)cc4)nn13)CCC2	1	2	7	-6	-0.7	11	-2	2	-12
O=C1NC(c2cn(-c3ccccc3)nc2-c2cccs2)C(C(=O)c2cccnc2)C(O)(C(F)(F)F)N1 (configuration not stated)	2	-5	5	-4	-0.6	-8	-5	-3	-3
Cc1cccc(C)c1NC(=O)NC1(C(=O)NCCCN2CCOCC2)CCCCC1	-1	12	-3	4	3.6	-9	0	10	-13
COc1ccc(C2C3=C(CC(C)(C)CC3=O)N(C)C3=C2C(=O)CC(C)(C)C3)cc1	1	4	0	5	-1.6	13	-3	-6	3
COc1ccc(CCNC(=O)CCC(=O)n2ncc3ccc(Cl)cc32)cc1OC	2	3	-6	-10	1.1	5	1	1	-21
CCOC(=O)CSc1nnc(CNc2ccc(Cl)cc2)n1-c1ccccc1	12	9	14	-8	-1.2	7	3	3	-10
COc1ccc(CNC(=O)[C@H](C)NC(=O)C2CCN(C(=O)[C@@H](N)Cc3ccccc3)CC2)cc1	1	-12	2	4	-1.4	2	2	4	14
Cc1ccc(-c2nc3ccc(C(=O)O)cc3nc2-c2ccc(C)cc2)cc1	0	-7	6	-2	3.4	0	0	4	28
COc1ccc(C(=O)Nc2ccccc2C(=O)Nc2ccccn2)cc1	4	5	-2	-2	0.1	11	-2	-7	-2
COc1cccc(OC)c1NC(=O)c1nc2c(nnn2Cc2ccccc2Cl)c(=O)[nH]1	0	-3	2	0	0.4	10	-4	7	-11
COc1cccc(Oc2ncnc(N)c2[N+](=O)[O-])c1	2	-7	8	1	-1.6	-3	-2	-2	19
N/C(=N\NS(=O)(=O)c1ccccc1C(F)(F)F)c1ccccn1	2	6	-9	-9	-0.7	12	0	-10	3
CCN(CC)CC(C)(C)C(=O)/C=C/c1ccc(/C=C/C(=O)C(C)(C)CN(CC)CC)cc1	3	42*	-9	6	12	12	-1	-6	8
O=C(O)CCCCCn1c(SCC(=O)c2ccc(O)c(O)c2)nc2ccsc2c1=O	0	6	4	-6	-2.1	6	-2	0	-14
O=C(Nc1ccc2cccnc2c1)c1ccc(Br)cc1	-2	-18	18	1	1.7	9	1	15*	-7
COc1ccc(NC(=O)c2ccc(N(C)S(C)(=O)=O)cc2)cc1OC	1	8	3	1	-1.6	-1	4	-6	-3
COc1ccc(NC(=O)Nc2ccc(C(=O)N3CCOCC3)cc2)c(OC)c1	1	3	11	1	0.5	2	-1	3	-63
COc1ccc(NC(=O)CSc2ncnc3c2cnn3Cc2ccccc2)cc1OC	5	29*	-1	-11	3.2	13	0	14	-4
CC(=O)c1cn(CC(=O)Nc2c(C)cccc2C)c2ccccc12	4	10	2	-6	0.6	5	1	0	14
COc1cc(NCc2ccccc2)c2ncn(Cc3ccccc3)c2c1	17	-20	18	22*	-0.1	-24	10	36*	5
COc1cc(OC)cc(C(=O)Nn2cc(C(=O)Nc3ccccc3F)c3ccccc3c2=O)c1	9	2	1	-12	-0.7	6	-2	-13	9
CCN1CCN(CCCN(Cc2cccs2)C(=S)Nc2ccccc2C)CC1	1	1	6	8	0.8	0	1	2	-16
CC(C)(C)NC(=O)C(OC(=O)c1ccco1)c1ccc(Cl)cc1 (configuration not stated)	-1	2	4	-6	0.8	-2	-3	-4	-7
Cc1nc(NC(=O)c2ccccc2)sc1C1(C)CC(c2ccccc2F)=NO1 (configuration not stated)	4	-1	7	-3	1.8	14	4	-4	3
Cc1ccc(NC(=S)NCC2CCCO2)c(OC(F)F)c1 (configuration not stated)	0	-4	11	-1	0.4	-3	0	-2	11
COc1ccccc1-c1cc(NC(C)=O)c2ncc(-c3cccc(C(F)(F)F)c3)n2c1	0	-3	4	-2	.	-1	-1	4	.
COc1ccc(-c2nc(C#N)c(NCC3CCCO3)o2)cc1 (configuration not stated)	2	4	4	0	-3.3	-3	1	1	24
Cc1cc(C(=O)NNC(=O)c2ccc(Cl)cc2)no1	0	9	7	-1	-0.2	6	-1	-5	-11
CCCCC(=O)N1CCCC(c2nc(-c3cccc(OC)c3)no2)C1 (configuration not stated)	-1	1	6	0	0.6	10	0	6	7

Structural class, the entries above containing a CF3 group.
SMILES	CHRM4 agonist	CHRM4 antagonist	CHRM1 PAM	M5 PAM	CRFBP-R2 agonist	CHRM5 antagonist	M5 ag	CHRM4 PAM	CRFBP-R2 block
Nc1cc(OCC(F)(F)F)cc([N+](=O)[O-])c1	1	-9	10	2	-2.1	-8	1	7	14
O=C1NC(c2cn(-c3ccccc3)nc2-c2cccs2)C(C(=O)c2cccnc2)C(O)(C(F)(F)F)N1 (configuration not stated)	2	-5	5	-4	-0.6	-8	-5	-3	-3
N/C(=N\NS(=O)(=O)c1ccccc1C(F)(F)F)c1ccccn1	2	6	-9	-9	-0.7	12	0	-10	3
COc1ccccc1-c1cc(NC(C)=O)c2ncc(-c3cccc(C(F)(F)F)c3)n2c1	0	-3	4	-2	.	-1	-1	4	.

Next results
SMILES	CHRM4 agonist	CHRM4 antagonist	CHRM1 PAM	M5 PAM	CRFBP-R2 agonist	CHRM5 antagonist	M5 ag	CHRM4 PAM	CRFBP-R2 block
OCC1CCCN(C(=S)NCCc2ccccc2)C1 (configuration not stated)	2	0	8	-7	4.0	-4	-9	7	-18
CC(=O)c1cnc(Nc2cccc(Cl)c2Cl)s1	2	3	10	7	-0.7	-1	-2	-7	-5
CCc1cc2c(SCC(=O)c3cccs3)ncnc2s1	0	-2	2	5	0.3	-2	-2	11	7
Cc1nc(C(N)=O)nc2ccccc12	1	-7	13	3	0.5	2	2	5	27
NC(=O)COc1ccc(-c2noc(COc3ccccc3[N+](=O)[O-])n2)cc1	1	6	4	10	-0.1	5	5	-3	8
CCn1c(SCC(=O)Nc2ccc3c(c2)OCO3)nc2ccccc21	4	-14	-5	-2	-0.2	-3	-2	3	14
O=C(Nc1nnc(CCS(=O)(=O)c2ccc(Br)cc2)s1)c1ccc([N+](=O)[O-])cc1	0	6	2	-3	-0.7	3	0	-3	-8
O=C(Nc1ccc(Br)cn1)c1ccc([N+](=O)[O-])cc1Cl	0	-10	0	0	-0.4	6	-2	1	1
O=C(CCSc1ccccc1)Nc1nc2c(s1)CCCC2	1	-8	4	-1	0.2	2	-1	1	-14
O=C(Cn1c(-c2cscn2)nc2ccccc21)Nc1cc(F)ccc1F	1	4	8	-1	-0.2	5	-1	2	0
NC(=O)CSc1nnc(-c2ccncc2)n1CCc1ccccc1	0	0	7	-5	5.2	1	-1	6	-5
N=c1sccn1CC(=O)Nc1ccc(S(=O)(=O)N2CCOCC2)cc1	1	-2	-6	-3	-0.2	3	-11	-5	12
CCCCNC(=S)NC(=O)c1ccc(Cl)cc1Cl	-1	2	-9	-8	1.7	10	-5	4	3
O=C(COc1ccc(Br)cc1Cl)c1ccc[nH]1	2	-3	5	1	0.6	7	-6	-1	-19
CCn1nc(C)c([N+](=O)[O-])c1C(=O)NNC(=O)c1ccccc1Cl	1	3	-2	3	-0.6	4	-3	-6	0
COC(=O)Nc1ccc(NC(C)=O)cc1	0	3	-5	2	2.4	11	-1	-6	7

Complete entries from above. Order of screens: CHRM4 agonist, CHRM4 antagonist, CHRM1 PAM, M5 PAM, CRFBP-R2 agonist, CHRM5 antagonist, M5 ag, CHRM4 PAM, CRFBP-R2 block
O=C(Cn1c(-c2cscn2)nc2ccccc21)Nc1cc(F)ccc1F is listed as 1, 4, 8, -1, -0.2, 5, -1, 2, 0
NC(=O)COc1ccc(-c2noc(COc3ccccc3[N+](=O)[O-])n2)cc1 is listed as 1, 6, 4, 10, -0.1, 5, 5, -3, 8
